RBX1-CUL1 inh = human ROC1-CUL1 E3 ligase inhibition. inhibition, % at 10 µM. P62877+Q13616. in vitro K48 di-Ub FRET, acceptor:donor ratio, 45 min. hit rate 0.6% among 140,000; in the data active means inhibition above about 25%
Target sequence (P62877 whole entry, looked up): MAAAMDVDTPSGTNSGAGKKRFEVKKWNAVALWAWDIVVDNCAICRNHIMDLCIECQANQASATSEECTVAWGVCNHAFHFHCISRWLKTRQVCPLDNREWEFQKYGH
Target sequence (Q13616 whole entry, looked up): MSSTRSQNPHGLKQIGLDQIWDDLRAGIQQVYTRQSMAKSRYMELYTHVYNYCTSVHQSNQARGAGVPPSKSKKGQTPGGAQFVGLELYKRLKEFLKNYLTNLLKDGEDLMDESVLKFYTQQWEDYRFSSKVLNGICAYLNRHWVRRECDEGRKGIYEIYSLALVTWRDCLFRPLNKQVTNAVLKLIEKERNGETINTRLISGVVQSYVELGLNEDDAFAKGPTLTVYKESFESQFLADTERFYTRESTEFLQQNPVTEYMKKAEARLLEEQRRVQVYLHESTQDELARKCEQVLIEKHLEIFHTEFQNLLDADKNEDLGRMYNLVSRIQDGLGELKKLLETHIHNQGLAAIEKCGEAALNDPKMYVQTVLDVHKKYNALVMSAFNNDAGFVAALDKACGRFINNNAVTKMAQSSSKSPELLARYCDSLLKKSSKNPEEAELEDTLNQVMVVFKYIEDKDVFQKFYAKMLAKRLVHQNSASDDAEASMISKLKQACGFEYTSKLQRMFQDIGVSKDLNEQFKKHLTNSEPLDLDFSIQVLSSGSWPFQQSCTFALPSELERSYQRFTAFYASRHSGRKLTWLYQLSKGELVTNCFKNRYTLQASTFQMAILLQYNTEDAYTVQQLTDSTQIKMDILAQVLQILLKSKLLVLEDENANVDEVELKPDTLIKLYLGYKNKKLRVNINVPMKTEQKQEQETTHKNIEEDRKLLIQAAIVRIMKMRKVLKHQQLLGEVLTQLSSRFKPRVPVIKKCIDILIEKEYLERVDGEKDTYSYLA
An asterisk follows results filed as active.

SMILES	RBX1-CUL1 inh
Cc1cccc(C(=O)NNC(=O)c2cc(-c3ccccc3)nc3ccccc23)c1	-6
Cc1ccc(-c2ccc(Oc3cc(C#N)c4ccccc4n3)cc2)cc1	-2
CCn1c2ccccc2c2cc(C#N)c(N)nc21	6
CCOc1ccc(C(=O)N2CCc3cc(OC)c(OC)cc3C2COc2ccc3c(C)cc(=O)oc3c2)cc1OCC (configuration not stated)	-1
O=c1c2cnc3ncnn3c2ccn1Cc1ccccn1	3
CCOC(=O)Nc1n[nH]c(-c2ccccc2)c1SC#N	-5
COc1ccc(C)cc1NC(=O)Cn1c(=O)ccc2cc(S(=O)(=O)N3CCC(C)CC3)ccc21	-8
Cc1cc(C)n(-c2nc(N/N=C/c3ccc(Br)cc3)nc(Nc3ccc(Br)cc3)n2)n1	-2
Cc1ccc(C(=O)Nc2ccc3c(c2)n(C)c(=O)c(=O)n3C)cc1	3
CCN(CC)C(=O)c1c(Cl)nc(C)c(Cl)c1C	6
CCOc1nc(C)nc2ccccc12	-5
O=C(NC1CC(=O)N(c2ccc(Cl)cc2)C1)C1CCCC1 (configuration not stated)	0
COCCNC(=O)c1ccc2c(c1)N(Cc1cc(C)ccc1C)C(=O)c1ccccc1S2=O (configuration not stated)	3
Cc1cc(CN2CCCC(CCC(=O)N3CCOCC3)C2)oc1C (configuration not stated)	-5
COc1ccc(NC(=O)CSc2cc(-c3ccccc3)nc(C)n2)cc1	-5
CSc1nnc(NC(=O)c2cccc(C)c2)s1	8
O=C(CCc1ccccc1)Nc1ccc(N2CCC(NCc3scnc3-c3ccccc3)CC2)cc1	-3
CC(C)c1nc2n(n1)C1(CCCCC1)[C@@H]1CCCC[C@@H]1N2	-4
CCc1ccccc1NC(=O)Cn1c(SCc2ccc(F)cc2)nc2ccncc21	-8
O=C(NCc1ccccc1Cl)C1CCCN(S(=O)(=O)c2cccc3nsnc23)C1 (configuration not stated)	2
CCOc1ccc2nc(N3CCC(NCCc4ccccn4)CC3)nc(C)c2c1	0
CC(C)(C)c1ccc(S(=O)(=O)N2CCN(C(=O)c3cc(-c4ccc(Br)cc4)n[nH]3)CC2)cc1	-4
N#CC1C(=N)Oc2n[nH]c(C(F)(F)F)c2C1c1ccccc1Cl (configuration not stated)	9
COc1cc(C)c(S(=O)(=O)Nc2cc(C)ccn2)cc1C	-4
Cc1cccc(C)c1NC(=O)Cn1cc(C(=O)C2CC2)c2ccccc21	0
COC(=O)c1ccccc1NC(=O)CCn1c(=O)c2cccn2c2cccnc21	0
N#CC1C(=N)Oc2n[nH]c(-c3cccc4ccccc34)c2C1C1CC=CCC1 (configuration not stated)	8
Cc1ccccc1NS(=O)(=O)c1nnc(NC(=O)c2ccc(Cl)cc2)s1	-1
Cc1ccc(CCNC(=O)c2ccc(CS(=O)(=O)Cc3ccccc3F)o2)cc1	1
CCC(C)c1ccc(S(=O)(=O)N2CCN(C(=O)C(C)C)CC2)cc1 (configuration not stated)	3
Nc1nc(N)c(S(=O)(=O)c2ccccc2)c(Nc2ccc(F)cc2)n1	-13
CCCCN(CCCNC(=O)c1cc(Nc2ccc(OC)cc2OC)nc2ccccc12)Cc1ccccc1	8
CC(=O)c1ccc(F)c(-c2cc(C)cc3c2OC(CNC(=O)C2(C)CC2)C3)c1 (configuration not stated)	-8
CC(C)C(NS(=O)(=O)c1ccc2c(c1)oc(=O)n2C)C(=O)N1CCN(c2cccc(Cl)c2)CC1 (configuration not stated)	-6
CCOC(=O)c1c(NC(C)=O)sc2c1CCC(Br)(Br)C2=O	-3
CSc1ncccc1C(=O)N1CCC(C(Cc2ccccc2)N(C)C(=O)c2ccoc2C)CC1 (configuration not stated)	11
C=CCOc1ccc2ccccc2c1CNn1cn[nH]c1=S	0
CCCCCn1c(CCNC(=O)c2cccc(C)c2)nc2ccccc21	-3
CCN1CCCC1CNC(=O)CCC1CCN(C2CCSCC2)CC1 (configuration not stated)	-6
Cc1ccc(-n2cnc(=O)c3cccnc32)cc1	-10
CCCCCCOc1ccccc1-c1csnn1	1
Cc1cc2c(cc1S(=O)(=O)N1CCC(C(N)=O)CC1)OCC(=O)N2	-3
Cc1ccc(NC(=O)c2ccc(N(Cc3ccccc3)S(C)(=O)=O)cc2)cc1	6
CCOC(=O)N1CCN(Cc2ccc3c(c2)CN(C(=O)c2ccoc2)CCO3)CC1	-2
Fc1ccccc1N1CCN(c2ncnc3onc(-c4cccc(Cl)c4)c23)CC1	5
CC(C(=O)OC1C(=O)N(c2ccccc2)CC1(C)C)N1C(=O)c2ccccc2C1=O (configuration not stated)	5
O=C1CN(C(=O)c2ccccc2)C(c2ccc(F)cc2)c2cc(Br)ccc2N1 (configuration not stated)	3
O=C(NC1CCCCC1)N1CCc2ccccc21	2
COC1(OC)C2(Cl)C(Cl)=C(Cl)C1(Cl)C1C(=O)N(Cc3ccco3)C(=O)C12 (configuration not stated)	2
O=c1c2c3c(sc2nc(SCc2c[nH]c4ccccc24)n1-c1ccccc1)CCCC3	-6
Cc1ccc(Nc2nc3ccccc3c3nnc(C)n23)cc1Cl	5
CC(NC(=O)C1C2CCC(C2)C1C(=O)O)C1CC2CCC1C2 (configuration not stated)	-4
COc1ccc(-c2nc(CN3CCC(C(=O)NCc4ccc(C)cc4)CC3)c(C)o2)cc1OC	0
Cc1nn(-c2ccc(N3CCCCC3)nn2)c(C)c1CCC(=O)NCc1ccc(F)cc1	-1
CCOc1ccc2c(C(=O)OC)c(CSCCCN3CCOCC3)oc2c1	-5
Clc1ccc(-c2nc(SCCSc3n[nH]c(-c4ccc(Cl)cc4)n3)n[nH]2)cc1	-3
Cc1ccccc1-n1c(SCCC(C)C)nc2sc3c(c2c1=O)CCCC3	5
O=C1CCCCCN1Sc1ccccc1	-11
COc1ccc(C(=O)c2cn(Cc3cccc(C)c3)c3cc4c(cc3c2=O)OCCO4)cc1OC	3
CCCC(=O)Nc1ccc(Cl)c(NC(=O)COc2cc(C)cc(C)c2)c1	-8
The list continues.
SMILES	RBX1-CUL1 inh
Cc1cccc(C(=O)N2CCC(C3CCN(Cc4cccc(F)c4F)CC3)C2)n1 (configuration not stated)	-3
O=C(c1ccc(Cl)cc1Cl)N1CCN(c2ncccn2)CC1	3
Cc1ccc(C)c(Cn2c(=O)n(CCC(=O)NCc3ccc4c(c3)OCO4)c(=O)c3sccc32)c1	5
CC(C)(C)c1cc(C(=O)Oc2cccc3cccnc23)cc(C(C)(C)C)c1	-6
COc1cc(-c2nnc(SCC(=O)N/N=C/c3cccc(I)c3)n2-c2ccccc2)cc(OC)c1OC	-6
Cc1ccc(S(=O)(=O)NC(C)(C)C)cc1C(=O)N1CCCCC1	1
C/C=C/Cn1c(=O)c2c(nc3[nH]c(C)cn32)n(C)c1=O	-5
COc1ccc(Cn2ccc3nc(C)c(C(=O)N4CCN(c5ccccc5)CC4)cc3c2=O)cc1	-7
CC(=O)N1C(=O)/C(=C2\C=C(c3ccccc3)OC2=O)c2ccccc21	11
COc1ccc(CN=CC2C(=O)N(c3nc4ccccc4s3)N=C2c2ccccc2)cc1 (configuration not stated)	-2
O=C(Nc1ccc(Cl)c(C(=O)O)c1)NC1CCCCC1	1
Cc1c(-c2ccccc2)cnc2c(C)cccc12	2
COc1ccccc1-c1c(C)oc2cc(OCC(=O)c3ccc(Cl)cc3)ccc2c1=O	-4
CC(C)(CO)CN1CCCC(N2CCc3ccccc3C2)C1 (configuration not stated)	3
Cc1ccc(S(=O)(=O)N2CCCC(N(C)CCCN(C)C)C2)cc1 (configuration not stated)	8
Nc1cc[n+](Cc2nc3ccccc3nc2C[n+]2ccc(N)cc2)cc1	-3
CC(=O)c1ccc(NC(=O)CSc2nnc(-c3ccc(NC(=O)COc4ccccc4)cc3)n2C)cc1	1
CCOc1ccc2nc(N3CCCC(C(=O)N4CCC(O)(c5ccccn5)CC4)C3)nc(C)c2c1 (configuration not stated)	3
CCc1ccc(N2C(=O)CC(N(CC3CCCO3)C(=O)/C=C/C(=O)O)C2=O)cc1 (configuration not stated)	0
CCC(=O)NC(=S)NNC(=O)c1ccccc1O	-10
COCCNC(=O)Cn1cc(S(=O)(=O)Cc2ccccc2Cl)c2ccccc21	5
Cc1ccc2oc3ccccc3c(=O)c2c1	-4
CSc1nnc2c(n1)OC(c1ccc(C)o1)N(C(C)=O)c1ccccc1-2 (configuration not stated)	0
O=S(=O)(Nc1ccc(C(F)(F)F)cc1)c1ccc2c(c1)OCCO2	-3
Cc1ccc(N2CCN(C(=O)NC34CC5CC(CC(C5)C3)C4)CC2C)cc1 (configuration not stated)	-3
C/C(CC(=O)Nc1ccc(Cl)cc1C)=N/NC(=O)c1ccncc1	21
O=C1C2C(c3ccccc3)OC3(C(=O)c4ccccc4C3=O)C2C(=O)N1c1cc(C(F)(F)F)ccc1Cl (configuration not stated)	8
CSCCNC(=O)c1coc(COc2ccc3sc(C)nc3c2)n1	6
Cc1c(NS(=O)(=O)N2CCCCCC2)c(=O)n(-c2ccccc2)n1C	8
CC(=O)Nc1ccc(NC(=O)CSc2nnc(N)n2-c2ccccc2)cc1	3
CCCCNC(=S)NNC(=O)CCn1cc(C)cn1	-3
Cc1cccc(/C=N/NC(=O)C2CCCNC2=O)c1 (configuration not stated)	-1
CCCC12CN(S(=O)(=O)c3ccccc3)CC(C)(CN(S(=O)(=O)c3ccccc3)C1)C2=O	9
CC(C)OCCNC(=O)C1CC(Cc2ccc(F)cc2)=NO1 (configuration not stated)	3
O=C(CCN1C(=O)c2ccccc2C1=O)NC(=S)Nc1cccc(Cl)c1	1
N#Cc1ccccc1NC(=O)CSc1nc(-c2ccccc2)cc(C(F)(F)F)c1C#N	7
COc1cc(Cl)c(NS(=O)(=O)c2ccc(-c3coc(C)n3)cc2)c(OC)c1	3
Cc1ccc2[nH]c3c(c2c1)CCCC3NCCSc1ccccc1 (configuration not stated)	3
COc1cccc(C2CCCN2c2nncc(-c3ccccc3F)n2)c1 (configuration not stated)	2
OC1COCc2nc3ccccc3n2C1 (configuration not stated)	-7
CN(Cc1cnccn1)Cc1nc(-c2cccs2)no1	-1
CC(=O)c1ccc(N2CCN(C(=O)c3cn(C)c(=O)c4c3c3ccccc3n4C)CC2)cc1	-4
O=C(Nc1ccc2c(c1)Cc1ccccc1-2)C(c1ccccc1)C1CCCC1 (configuration not stated)	-5
Cc1cccc(OCc2cc(=O)n3c4c(sc3n2)CCCC4)c1C	3
COc1ccccc1N1CCN(C(=O)c2cc3c(=O)n(Cc4ccco4)ccc3nc2C)CC1	-5

As a short view, part of the list above.
SMILES	RBX1-CUL1 inh
Cc1ccc(N2CCN(C(=O)NC34CC5CC(CC(C5)C3)C4)CC2C)cc1 (configuration not stated)	-3
C/C(CC(=O)Nc1ccc(Cl)cc1C)=N/NC(=O)c1ccncc1	21
O=C1C2C(c3ccccc3)OC3(C(=O)c4ccccc4C3=O)C2C(=O)N1c1cc(C(F)(F)F)ccc1Cl (configuration not stated)	8
CSCCNC(=O)c1coc(COc2ccc3sc(C)nc3c2)n1	6
Cc1c(NS(=O)(=O)N2CCCCCC2)c(=O)n(-c2ccccc2)n1C	8
CC(=O)Nc1ccc(NC(=O)CSc2nnc(N)n2-c2ccccc2)cc1	3
CCCCNC(=S)NNC(=O)CCn1cc(C)cn1	-3
Cc1cccc(/C=N/NC(=O)C2CCCNC2=O)c1 (configuration not stated)	-1
CCCC12CN(S(=O)(=O)c3ccccc3)CC(C)(CN(S(=O)(=O)c3ccccc3)C1)C2=O	9
CC(C)OCCNC(=O)C1CC(Cc2ccc(F)cc2)=NO1 (configuration not stated)	3
O=C(CCN1C(=O)c2ccccc2C1=O)NC(=S)Nc1cccc(Cl)c1	1
N#Cc1ccccc1NC(=O)CSc1nc(-c2ccccc2)cc(C(F)(F)F)c1C#N	7
COc1cc(Cl)c(NS(=O)(=O)c2ccc(-c3coc(C)n3)cc2)c(OC)c1	3
Cc1ccc2[nH]c3c(c2c1)CCCC3NCCSc1ccccc1 (configuration not stated)	3
COc1cccc(C2CCCN2c2nncc(-c3ccccc3F)n2)c1 (configuration not stated)	2
OC1COCc2nc3ccccc3n2C1 (configuration not stated)	-7
CN(Cc1cnccn1)Cc1nc(-c2cccs2)no1	-1
CC(=O)c1ccc(N2CCN(C(=O)c3cn(C)c(=O)c4c3c3ccccc3n4C)CC2)cc1	-4
O=C(Nc1ccc2c(c1)Cc1ccccc1-2)C(c1ccccc1)C1CCCC1 (configuration not stated)	-5
Cc1cccc(OCc2cc(=O)n3c4c(sc3n2)CCCC4)c1C	3
COc1ccccc1N1CCN(C(=O)c2cc3c(=O)n(Cc4ccco4)ccc3nc2C)CC1	-5

Carrying on:
SMILES	RBX1-CUL1 inh
Cc1ccc2oc(-c3ccc(Cl)c(Cl)c3)nc2c1	3
COc1ccc(CNC(=O)C2CCN(c3nc(C)c4ccc(S(C)(=O)=O)cc4n3)CC2)cc1	2
CCOC(=O)N1CCc2c(sc(NCc3sccc3C)c2C(=O)Nc2cc(Cl)ccc2OC)C1	3
CSc1sc(C(C)=O)c(N)c1S(=O)(=O)c1ccccc1	-17
O=C(N1CCOCC1)N1CCN([C@@H]2c3ccccc3C3(CCNCC3)[C@H]2O)CC1	3
CCOc1cccc(C2c3c(oc4ccccc4c3=O)C(=O)N2c2ccccn2)c1 (configuration not stated)	-2
COC(=O)c1cc(=O)n2c(c1C(C)=O)CCC2	0
CCc1c(C)sc2c1CCN(Cc1ccc(F)cc1)C2c1ccccc1 (configuration not stated)	-10
COc1ccc(-c2c(-c3ccccc3)sc(=NC(=O)c3cccnc3)n2C)cc1	11
CCOC(=O)NC1CCCc2ccccc21 (configuration not stated)	5
COc1ccc2c(c1)c(=O)c(S(=O)(=O)c1ccc(F)cc1)cn2Cc1ccccc1Cl	-3
COc1ccccc1NC(=O)C1CC=CCC1(C)C(=O)O (configuration not stated)	-10
Cc1oc2ccc(O)c(CN(C)Cc3ccccc3)c2c1C(=O)Nc1ccccc1	-2
O=C1/C(=C/c2ccco2)C(c2ccco2)Oc2ccccc21 (configuration not stated)	-7

Screening results (PubChem)

Not all compounds are listed; the hit share may differ from the screen's.
